KCNQ1 pot: potentiates or activates the human KCNQ1 potassium channel; 0.35% of 310,000 active; B-score at 10 µM; AID 2648; P51787; CHO-K1 KCNQ1, thallium flux FluxOR fluorescence; hits give high values;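 active = fluorescence ratio B-score, a plate-corrected score, at least three library SD, with initial intensity B-score within 5 SD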
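System: CHO-K1 cells stably expressing KCNQ1 / Medium: assay buffer for compound exposure, DMSO matched across wells / Reagent: thallium- and potassium-containing depolarizing buffer / Compound: one concentration, matched DMSO / Incubation: 20 min compound pretreatment at room temperature / Measured by: kinetic FluxOR fluorescence, 10 s baseline plus 110 s post-stimulus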
RGS4 inh: inhibitors of human RGS4 | P49798 | HEK293 M3R/RGS4 inducible, Fluo-4 calcium flux; hits give high values; triggered by carbachol at its EC20 | B-score at 10 µM | 0.45% of 310,000 active;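 active = B-score, a plate-corrected calcium signal, over three deviations above library mean, with baseline fluorescence within five deviations of library mean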;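 also: RGS4 expression induced by doxycycline in cells with stable M3 receptor; B-score is computed from the integrated fluorescence ratio over baseline after carbachol; higher B-score means a larger calcium signal and so more RGS4 inhibition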
Target sequence (P49798 whole entry, looked up): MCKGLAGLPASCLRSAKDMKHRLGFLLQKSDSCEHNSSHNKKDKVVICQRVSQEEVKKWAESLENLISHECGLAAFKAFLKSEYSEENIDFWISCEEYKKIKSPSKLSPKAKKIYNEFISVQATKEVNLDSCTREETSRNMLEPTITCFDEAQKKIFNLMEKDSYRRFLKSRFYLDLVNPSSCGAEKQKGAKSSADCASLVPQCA
TMEM16A act: activators or potentiators of mouse TMEM16A chloride channel. Q8BHY3. HEK293 TMEM16A/YFP-H148Q/I152L, iodide quench fluorescence; hits give low values. B-score at 10 µM. 0.3% of 340,000 active. AID 623877;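 active = fluorescence-ratio B-score plate-corrected deviation score at least 3 library SD below zero, with starting fluorescence score within 5 deviations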;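 also: channel opened by trigger with iodide after compound preincubation; score built on the fluorescence ratio of max minus min over baseline; more negative score means more quench and so TMEM16A activation or potentiation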
SKKanGAS inh: inhibitors of SKKanGAS S. pyogenes growth in kanamycin (SK-promoter or general growth effect); BacTiter-Glo, 6 h; inhibition, % at 7.5 µM; 1.3% of 300,000 active;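 active = mean replicate score, as percent of positive control median, at least 50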;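 also: strain carries kanamycin resistance gene driven by streptokinase promoter and grows in 40 µg/ml kanamycin; loss of luminescence reflects streptokinase promoter inhibition or plain growth inhibition; 0% = median of DMSO wells and 100% = positive control at its reference dose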
KCNK9 inh: human KCNK9 channel inhibition; HEK293 KCNK9, FluxOR thallium flux fluorescence; hits give low values; B-score at 10 µM; 1.2% of 310,000 active; AID 488922;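 active = ratio B-score over 3 SD below the library mean, with starting fluorescence within 5 SD of its mean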;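 also: negative B-score means less thallium flux so channel inhibition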
Target sequence (Q9NPC2 whole entry, looked up): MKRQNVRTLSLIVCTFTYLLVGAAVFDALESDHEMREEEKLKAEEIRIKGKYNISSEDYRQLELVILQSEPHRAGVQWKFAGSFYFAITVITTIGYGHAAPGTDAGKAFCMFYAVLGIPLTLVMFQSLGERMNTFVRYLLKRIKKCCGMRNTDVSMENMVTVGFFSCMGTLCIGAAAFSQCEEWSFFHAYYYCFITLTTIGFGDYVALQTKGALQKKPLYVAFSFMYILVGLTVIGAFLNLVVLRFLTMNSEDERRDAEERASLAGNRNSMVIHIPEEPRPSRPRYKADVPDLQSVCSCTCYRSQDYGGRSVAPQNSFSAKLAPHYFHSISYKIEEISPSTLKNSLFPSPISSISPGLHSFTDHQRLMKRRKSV
HDAC3 inhib: human HDAC3 inhibition. AID 2718. 0.15% of 320,000 active. inhibition, % at 8.3 µM. O15379. recombinant HDAC3, fluorogenic peptide/trypsin coupled, fluorescence; in the data active = inhibition above about 26%, passing the limit was not always enough
Target sequence (O15379 whole entry, looked up): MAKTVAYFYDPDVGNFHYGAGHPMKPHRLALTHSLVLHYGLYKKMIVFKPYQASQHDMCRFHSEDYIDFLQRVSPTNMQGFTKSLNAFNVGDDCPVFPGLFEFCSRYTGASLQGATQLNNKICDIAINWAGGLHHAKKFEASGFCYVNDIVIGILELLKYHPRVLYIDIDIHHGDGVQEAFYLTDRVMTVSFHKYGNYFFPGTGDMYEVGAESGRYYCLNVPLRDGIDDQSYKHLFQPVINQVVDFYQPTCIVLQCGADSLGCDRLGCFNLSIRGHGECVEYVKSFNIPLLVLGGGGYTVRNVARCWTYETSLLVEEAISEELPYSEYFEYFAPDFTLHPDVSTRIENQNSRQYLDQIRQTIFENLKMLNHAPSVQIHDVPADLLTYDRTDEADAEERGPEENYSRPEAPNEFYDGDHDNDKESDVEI
ANO1 block: mouse TMEM16A channel inhibition, primary screen | Q8BHY3 | HEK293 TMEM16A/YFP iodide influx fluorescence, ionomycin | normalized B-score (activity score, 25-100; higher = stronger inhibition) at 10 µM | 1.2% of 310,000 active;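 active = ratio plate-corrected score three or more library SD toward inhibition, starting fluorescence score within five deviations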;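 also: score derived from kinetic fluorescence span divided by baseline fluorescence per well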
hERG protect: hERG (human) protection from proarrhythmic block. Q12809. CHO-hERG, FluxOR thallium flux, dofetilide IC70 present. activation (rescue from dofetilide block), less the hit threshold, % at 10 µM. 0.51% of 310,000 active;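 active = activation above the mean of controls blocked by dofetilide plus 5 SD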;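 also: thallium influx through hERG after potassium depolarization seen as dye fluorescence rise; in these data hits start at about 4.7%; inactives centre near -7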
KCNK3 inh: human KCNK3 channel inhibition, primary screen | O14649 | CHO-KCNK3 thallium flux, FluxOR fluorescence; hits give low values | B-score at 10 µM | 0.84% of 340,000 active | AID 602410;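 active = B-score under library mean minus 4 SD, starting fluorescence ratio at most library mean plus 5 SD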;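 also: more negative B-score means stronger inhibition of thallium flux through KCNK3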
KCNQ1 block: blocks the human KCNQ1 potassium channel | P51787 | CHO-K1 KCNQ1, FluxOR thallium flux fluorescence; hits give high values | B-score at 10 µM | 1.3% of 310,000 active;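 active = compounds whose thallium flux B-score, printed positive for inhibition, exceeds three library SD while starting fluorescence stays within three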;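 also: channel opened by potassium depolarization with thallium stimulus after 20 min compound exposure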
RGS4 act: RGS4 potentiation or activation | HEK293 M3R/inducible RGS4, carbachol calcium flux Fluo4; hits give low values | B-score at 10 µM | 0.92% of 310,000 active | AID 463111;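 active = B-score of the integrated calcium signal more than 4 SD below the library mean, with starting fluorescence not abnormally high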;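 also: negative B-score means reduced calcium response which marks RGS4 activation or potentiation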
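Material: M3R-expressing HEK293 line, RGS4 induced by doxycycline | Schedule: Overnight RGS4 induction, 30 min dye load 37 °C, 20 min compound RT | Measured by: Fluo4 fluorescence kinetic imaging of calcium | Read-out: Integrated calcium ratio converted to B score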
An asterisk follows results filed as active; i = inactive; · = not tested or not shown. Random draw from the library (roughly 6.3% active in at least one column).

SMILES	KCNQ1 pot	RGS4 inh	TMEM16A act	SKKanGAS inh	KCNK9 inh	HDAC3 inhib	ANO1 block	hERG protect	KCNK3 inh	KCNQ1 block	RGS4 act
COc1ccccc1C(=O)Nc1nsc(-c2ccccc2)n1	i	i	i	-1	i	1	i	-9	i	i	i
O=C(Cn1cc(S(=O)(=O)Cc2ccc([N+](=O)[O-])cc2)c2ccccc21)N1CCOCC1	i	i	i	-5	i	-5	i	-6	i	i	i
NC(=O)CC(NC(=O)c1ccc(Br)cc1)c1ccc(N2CCCCCC2)c([N+](=O)[O-])c1 (configuration not stated)	i	i	i	16	i	11	i	-7	i	i	i
Cc1[nH]c(=O)nc2c1CCC2	i	i	i	1	i	-3	i	-4	i	i	i
CSc1ccccc1NC(=S)NCc1ccc(Cl)cc1	i	i	i	10	i	1	i	-7	i	i	i
COc1ccc(-c2cnn3c(N)c(S(=O)(=O)C(C)(C)C)cnc23)cc1	i	i	i	-18	i	-2	i	-4	i	i	i
COc1ccc(NC(=O)NCc2ccco2)c(OC)c1	i	i	i	-15	i	-7	i	-5	i	i	i
COC(=O)C(NC(=O)C(NC(=O)c1ccccc1)C(C)C)C(C)C (configuration not stated)	i	i	i	-1	i	12	i	-21	i	i	i
COC(=O)c1cc(Br)c(=O)n(CCN2CCCCC2)c1	i	i	i	0	i	8	i	0	i	i	i
C=CCOc1c(Cl)cc(CNc2ccc(N(C)C)cc2)cc1OC	i	i	i	-2	i	-1	i	-9	i	i	i
CCNC(=O)NC(=O)C(C)Oc1ccc(Br)cc1Br (configuration not stated)	i	i	i	-14	i	0	i	-9	i	i	i
O=c1[nH]c(=O)c2cc([N+](=O)[O-])cc([N+](=O)[O-])c2[nH]1	i	i	i	4	i	-3	i	-17	i	i	i
COc1ccc(Cl)cc1NS(=O)(=O)c1cccc(C(=O)NC2CCC(O)CC2)c1 (configuration not stated)	i	i	i	1	i	8	i	-12	i	i	i
CCn1nnnc1NC(=O)c1cc(Cl)c(OC)c(Cl)c1	i	i	i	·	i	1	i	-1	i	i	i
CCN(CC)C(=O)CN(c1ccc(F)c(Cl)c1)S(C)(=O)=O	i	i	i	2	i	-1	i	-8	i	i	i
CCOc1cc(C2C3=C(CC(C)(C)CC3=O)N(CCCOC)C3=C2C(=O)CC(C)(C)C3)ccc1OC	i	i	i	-2	i	2	i	-6	i	i	i
Cc1cnc(C(=O)Nc2ccccc2F)cn1	i	i	i	-1	i	-1	i	-2	i	i	i
Fc1ccc(-n2nnc(-c3ccccc3)n2)cc1	i	i	i	-6	i	10	i	-10	i	i	i
COc1ccc(N(CC(=O)NC(C)c2ccccc2)S(=O)(=O)c2c(C)noc2C)cc1 (configuration not stated)	i	i	i	-1	i	-8	i	-6	i	i	i
CCOC(=O)N1CCN(CC(O)COCc2ccccc2)CC1 (configuration not stated)	i	i	i	3	i	-2	i	-3	i	i	i

The closing 3 entries of the section above lead into the next:
SMILES	KCNQ1 pot	RGS4 inh	TMEM16A act	SKKanGAS inh	KCNK9 inh	HDAC3 inhib	ANO1 block	hERG protect	KCNK3 inh	KCNQ1 block	RGS4 act
Fc1ccc(-n2nnc(-c3ccccc3)n2)cc1	i	i	i	-6	i	10	i	-10	i	i	i
COc1ccc(N(CC(=O)NC(C)c2ccccc2)S(=O)(=O)c2c(C)noc2C)cc1 (configuration not stated)	i	i	i	-1	i	-8	i	-6	i	i	i
CCOC(=O)N1CCN(CC(O)COCc2ccccc2)CC1 (configuration not stated)	i	i	i	3	i	-2	i	-3	i	i	i
COc1ccc(C(C)=O)cc1CC(=O)NC1CCCCCC1	i	i	i	5	i	-2	i	-2	i	i	i
COc1ccccc1NC(=O)NCc1ccco1	i	i	i	-1	i	2	i	-8	i	i	i
CC1=C(C(=O)Nc2ccc(C)cc2)C(c2ccco2)NC(=O)N1 (configuration not stated)	i	i	i	2	i	-6	i	-3	i	i	i
Cc1ccc(CNC(=O)COC(=O)C2CCN(S(=O)(=O)c3cccs3)CC2)cc1	i	i	i	-10	i	-1	i	-10	i	i	i
Cc1cc(C)c2oc(C(=O)Nc3ccc(S(=O)(=O)Nc4nccc(C)n4)cc3)cc(=O)c2c1	i	i	i	13	i	-3	i	-7	i	i	i
COc1cc(/C=C2\SC(N)=NC2=O)cc(OC)c1	i	i	i	1	i	-8	i	-4	i	i	i
CS(=O)(=O)N(CC(=O)N1CCN(c2ccccc2F)CC1)C1CCCCC1	i	i	i	-5	i	-5	i	-5	i	i	i
FC(F)(F)c1cccc(Oc2nc(-c3ccccc3)nnc2C(F)(F)F)c1	i	i	i	4	i	9	i	-11	i	i	i
O=C(OCCCN=C1NS(=O)(=O)c2ccccc21)c1ccccc1	i	i	i	1	i	-4	i	-8	i	i	i
O=C(Cc1ccccc1[N+](=O)[O-])NCc1ccc2c(c1)OCO2	i	i	i	1	i	1	i	-13	i	i	i
COC(=O)C1=C(C(=O)c2ccccc2)C(c2ccc(OC)c(OC)c2)Nc2nnnn21 (configuration not stated)	i	i	i	1	i	-8	i	-7	i	i	i
CCN1CCN(C(=O)c2ccc(CN(c3ccccc3)S(=O)(=O)c3ccccc3)cc2)CC1	i	i	i	2	i	0	i	-11	i	i	i
COC(=O)Cn1cnc2c1c(=O)n(C)c(=O)n2C	i	i	i	5	i	3	i	-4	i	i	i
c1ccc2nc3[nH]cnc3nc2c1	i	i	i	-5	i	-1	i	-2	i	i	i
Cc1nn(-c2ccccc2)c(Cl)c1C1C(C#N)=C(N)OC2=C1C(=O)CCC2 (configuration not stated)	i	i	i	87*	i	-9	i	5.4*	i	i	i
CCOC(=O)c1c(NC(=O)CCC(=O)N2CCOCC2)sc2c1CC(C)(C)OC2	i	i	i	9	i	1	i	-7	i	i	i
COc1cc(NC(=O)CSc2nnc3c(C)cc4c(C)ccc(C)c4n23)c(C(=O)O)cc1OC	i	i	i	-2	i	10	i	-1	i	i	i
Cc1c(/C=N/NC(=O)c2cc(Br)ccc2O)c(=O)n(C)c(=O)n1C	i	i	i	-1	i	-2	i	-8	i	i	i
CC(=O)Nc1ccc(-c2csc(NC(=O)Cc3ccccc3F)n2)cc1	i	i	i	3	i	1	i	-11	i	i	i
O=C(/C(C=Nc1cccc(C(F)(F)F)c1)=C(/O)c1ccco1)C(F)(F)F	i	i	i	4	i	-6	i	-11	i	i	i
CC1CC2=C(NC(=S)NC2c2ccc(F)cc2)/C(=C/c2ccc(F)cc2)C1 (configuration not stated)	i	i	i	29	i	-5	i	-5	i	i	i
CCOC(=O)Nc1ccc(S(=O)(=O)N2CCOCC2)cc1	i	i	i	6	i	0	i	-5	i	i	i
Cc1cc(NC(=O)OC2CCCCC2)ccc1[N+](=O)[O-]	i	i	i	7	i	-3	i	-5	i	i	i
CCCCC(CC)C(=O)Nc1cc([N+](=O)[O-])ccc1F (configuration not stated)	i	i	i	5	i	0	i	-10	i	i	i
NC(=O)c1c(NC(=O)CSc2nc(N)cc(=O)[nH]2)sc2c1CCCC2	i	i	i	17	i	1	i	-8	i	i	i
Cc1cccc(N2Cc3ccc(Br)cc3C2)c1	i	i	i	5	i	2	i	-7	i	i	i
CCN(CC)S(=O)(=O)c1cc(NC(=O)C2=COCCO2)ccc1Cl	i	i	i	1	i	7	i	-17	i	i	i
C/C=C(\C)C(=O)NCCN1C2=NC[C@@H](C)N2C[C@@H]1Cc1ccc(OC)cc1	i	i	i	3	i	-3	i	-9	i	i	i
COCCNC(=O)Cc1c(C)c2c(cc(C)c3c(C(C)(C)C)coc32)oc1=O	i	i	i	5	i	-5	i	-6	i	i	i
C/C(CC1(O)/C(=N/O)CCc2nonc21)=N\O (configuration not stated)	i	i	i	2	i	-6	i	-12	i	i	i
Clc1cccc(Cl)c1Cn1nnc(N2CCCC2)n1	i	i	i	-2	i	-4	i	-9	i	i	i
CC1(C)CC(=O)C=C(Nc2ccc3c(c2)CCC3)C1	i	i	·	5	i	-11	i	-6	·	i	i
O=C(c1c[nH]c(C(=O)C(Cl)(Cl)Cl)c1)c1c(F)cccc1F	i	i	i	4	i	6	i	-16	i	i	i
C/C(=N\Nc1ccc(S(N)(=O)=O)cc1[N+](=O)[O-])c1ccc2c(c1)OCO2	i	i	i	16	i	·	·	-10	i	i	i
C/C(CC(=O)Nc1ccccc1[N+](=O)[O-])=N\NC(=O)COc1ccccc1C	i	i	i	-1	i	3	i	-7	i	i	i
CC(=O)Nc1cccc2ncccc12	i	i	i	1	i	5	i	-11	i	i	i
Cc1ccccc1OCC(=O)N/N=C/c1cccc(Oc2ccc([N+](=O)[O-])cc2[N+](=O)[O-])c1	i	i	i	26	i	·	i	-16	i	i	i
CC1CCN(C(=O)CN(Cc2ccccc2)S(C)(=O)=O)CC1	i	i	i	2	i	-1	i	-2	i	i	i
NS(=O)(=O)c1ccc(S(=O)(=O)N(Cc2ccccc2F)CC2CCCO2)cc1 (configuration not stated)	i	i	i	-6	i	-5	i	-11	i	i	i
O=C(O)/C=C/C(=O)N1CCN(Cc2ccc3c(c2)OCO3)CC1	i	i	i	2	i	7	i	-3	i	i	i
CCOC(=O)CC1C(=O)NCCN1C(=O)c1ccc(F)cc1F (configuration not stated)	i	i	i	-1	i	-9	i	-8	i	i	i
COC(=O)c1cc(S(=O)(=O)N(C)C2CCCCC2)c[nH]1	i	i	i	-1	i	-1	i	-12	i	i	i
Cc1cccc(C(=O)Nc2sc(C)c(-c3ccccc3)c2C#N)c1	i	i	i	48	i	2	i	-5	i	6*	i
COc1ccc(/C=C(\C#N)C(=O)OCC(=O)NCc2ccccc2)cc1	i	i	i	3	i	1	i	-2	i	i	i
COc1cc(CCCN2C(=O)C(=O)NC[C@H]2Cc2cccc3ccccc23)cc(OC)c1OC	i	i	i	-3	i	1	i	-7	i	i	i
CCCNC(=O)/C=C/C(=O)O	i	i	i	-4	i	11	i	-7	i	i	i
Cc1ccn2c(c1)nc(=O)c1cc(S(=O)(=O)N3CCCCC3)ccc12	i	i	i	0	i	-9	i	-1	i	i	i
COC(=O)C1=C(C)NC2=C(C(=O)CCC2)C1c1cccc(C)n1 (configuration not stated)	i	i	i	-5	i	-8	i	-14	i	i	i
CCN(CC)S(=O)(=O)c1ccc2oc(C(=O)Nc3ccc(OC)cc3OC)c(C)c2c1	i	i	i	-3	i	-1	i	-3	i	i	i
